CRE Fsk mod = Cell signaling CRE-BLA (Fsk stim); CHO CRE-bla reporter (cAMP response element driving beta-lactamase), forskolin EC10, beta-lactamase ratio; Potency, µM (doses to about 38.2 µM), for inactives: top-dose activity change, negative = inhibition, actives largely listed as activators; 71,000 tested, 2.5% active; AID 662, 2007; active means well fitted activation curve with a large enough effect in the signal ratio, with a control signal flat, not every such curve was filed as active; inconclusive means small, poorly fitted or top-dose-only effect, or effect the other way, or a change in a side signal; the % refers to the signal ratio; further: potency means the concentration at half of the fitted maximal effect; % of control where 0% means no effect
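qHTS titration format; CRE-bla CHO reporter; stimulus EC10 NKH 477, a water-soluble forskolin. Read: CCF4 460/530 nm ratio. Potency expressed as AC50 for activators or inhibitors.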
ERK AVP block = qHTS Assay for Inhibitors of the ERK Signaling Pathway using a Homogeneous Screening Assay. HEK293-V1b, vasopressin-stimulated pERK AlphaScreen. Potency, µM (series often up to 57.5 µM), for the others: top-dose activity, negative = inhibition, actives largely listed as inhibitors. 72,000 tested, 0.99% active. AID 995, 2007; further: potency means the concentration at half of the fitted maximal effect; on the % scale 0 is the no-effect control and ±100 the full control effect; nearly all actives have a fitted effect of over 55% in size
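Phosphorylated ERK1/2 detected via AlphaScreen bead proximity in lysates of V1b-expressing HEK293 cells given 25 nM vasopressin for 5 min after 30 min compound exposure (37 °C). AC50 from Hill equation; basal DMSO 0%, vasopressin 100%.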
A350 fluor = qHTS Assay for Spectroscopic Profiling in A350 Spectral Region; max dye-equivalent concentration, M; 59,000 tested, 11% active; Compound autofluorescence, 340/450 nm, Alexa 350 dye-equivalents; active compounds read high; in the data active means max dye-equivalent concentration above about 10 nM; inconclusive means mostly about 1.1 nM to 9.6 nM
HBB splicing = qHTS Assay for Modulators of Hemoglobin Beta Chain Splicing | HBB splicing reporter cell assay, activation; EGFP reporter with mutant IVS2-654 intron; response scale: normalised to 500 nM splice-correcting PNA | Potency, µM (doses to about 46.1 µM), inactives show at the highest dose activation, actives largely listed as activators | 65,000 tested, 0.06% active; further: potency means the concentration at half of the fitted maximal effect; 0% is about no effect
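HeLa cells stably expressing EGFP interrupted by mutant beta-globin intron 2 (IVS2-654), 500/well in 2% FCS. Treated with compound for 2 days at 37C. Splicing correction scored as total well GFP intensity (488 nm excitation, 500-520 nm emission); 500 nM antisense PNA served as control.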
Fluorescein fluor = qHTS Assay for Spectroscopic Profiling in Fluorescein Spectral Region | Compound autofluorescence, 480/540 nm, fluorescein-equivalent; active compounds read high | max fluorescein-equivalent concentration, M | 59,000 tested, 0.91% active | AID 593, 2007; in the data active means max fluorescein-equivalent concentration above about 10 nM; inconclusive means between about 1.1 nM and that limit
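Tris 100 mM pH 8.0; 15 min RT; CCD read, ex 480/em 540 nm. Output: fluorescein-equivalent concentration per compound concentration, from six-point dye series on each plate.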
Hsp90 Hop PPI = qHTS Assay for Disrupters of an Hsp90 Co-Chaperone Interaction | AlphaScreen TPR2A-His6 binding biotin-Hsp90 C-terminal peptide | Potency, µM (series often up to 57 µM), for inactives: top-dose activity change, negative = inhibition | 71,000 tested, 0.44% active | AID 595, 2007; active means well fitted curve in either direction with a large enough effect; inconclusive means small, poorly fitted or top-dose-only effect, or another doubt; further: potency means the concentration at half of the fitted maximal effect; on the % scale 0 is the no-effect control and ±100 the full control effect; many of its hits are not listed in these tables
TexasRed autofl = qHTS Assay for Spectroscopic Profiling in Texas Red Spectral Region | 59,000 tested, 0.06% active | max dye-equivalent concentration, M | AID 587, 2007 | Compound fluorescence, Texas Red channel, 547/618 nm; active compounds read high; in the data active means max dye-equivalent concentration above about 10 nM; inconclusive means between about 1.1 nM and that limit
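Compound fluorescence was read after 15 min at room temperature in 100 mM Tris, pH 8.0, using 547 nm excitation and 618 nm emission across a concentration series. It was expressed as Texas Red dye-equivalent concentration from an on-plate standard curve.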
Ub-GFP proteasome = Ubiquitin-GFP Assay; Potency, µM (doses to about 45.9 µM), without a hit: at the highest dose activation (GFP accumulation), usual class: activators; Ubiquitin-GFP reporter cells, proteasome inhibition, GFP fluorescence; response scale: untreated = 0%, 10 µM MG-132 = 100%; 67,000 tested, under 10 active; active means well fitted activation curve with a large enough effect, not every such curve was filed as active; inconclusive means small, poorly fitted or top-dose-only effect, or another doubt; inactive means no such curve, though single readings can be large or run the other way; further: potency means the concentration at half of the fitted maximal effect
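Proteasome block read as GFP accumulation: ubiquitin(G76V)-GFP U2OS cells exposed to compound (2.9 nM–46 uM) for 4 hr at 37 C. Normalization used untreated cells as 0% and 10 uM MG-132 as 100%; concentration-response curves fitted.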
Luciferase inh = qHTS Assay for Inhibitors of Firefly Luciferase | Luciferin 4-monooxygenase (Photinus pyralis), P08659 | purified firefly luciferase, luminescence, 8 min | Potency, µM (highest dose often 57.1 µM), for inactives: top-dose activity change, negative = inhibition, actives largely listed as inhibitors | 72,000 tested, 2.2% active | AID 411, 2009; further: potency means the concentration at half of the fitted maximal effect; on the % scale 0 is the no-effect control and ±100 the full control effect; nearly all actives have a fitted effect of over 40% in size
Target sequence (P08659 whole entry, looked up): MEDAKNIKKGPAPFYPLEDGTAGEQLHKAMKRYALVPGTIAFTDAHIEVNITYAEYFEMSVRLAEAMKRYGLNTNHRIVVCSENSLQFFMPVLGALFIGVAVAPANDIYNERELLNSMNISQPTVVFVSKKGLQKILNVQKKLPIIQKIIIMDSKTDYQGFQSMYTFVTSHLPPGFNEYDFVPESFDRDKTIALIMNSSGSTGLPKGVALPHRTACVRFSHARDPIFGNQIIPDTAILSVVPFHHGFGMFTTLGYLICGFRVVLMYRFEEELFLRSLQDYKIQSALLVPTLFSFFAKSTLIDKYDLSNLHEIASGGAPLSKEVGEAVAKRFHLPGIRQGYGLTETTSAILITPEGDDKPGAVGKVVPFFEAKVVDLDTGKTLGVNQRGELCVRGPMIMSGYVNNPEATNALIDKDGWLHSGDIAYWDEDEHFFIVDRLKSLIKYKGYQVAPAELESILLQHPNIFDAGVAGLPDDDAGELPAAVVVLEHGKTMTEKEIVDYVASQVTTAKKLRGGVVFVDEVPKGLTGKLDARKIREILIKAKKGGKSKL
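Luminescence read-out after 8 min at room temperature; enzyme reaction used luciferin plus 10 uM ATP (linear range) in imidazole buffer pH 7.2 with KCl, MgCl2, Tween 20 and BSA. Each sample was run as a titration.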
4MU fluor = qHTS Assay for Spectroscopic Profiling in 4-MU Spectral Region; compound autofluorescence, 340/450 nm, 4-MU equivalents; active compounds read high; max dye-equivalent concentration, M; 59,000 tested, 11% active; AID 589, 2007; in the data active means max dye-equivalent concentration above about 10 nM; inconclusive means mostly about 1.1 nM to 9.6 nM
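Compounds in 100 mM Tris, pH 8.0, sat 15 min at room temperature before fluorescence was read at 340 nm excitation/450 nm emission; a per-plate six-point 4-MU standard curve converted signals to dye-equivalent concentration at each compound concentration.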
GFP derepression = qHTS Assay for Epigenetic Modulators; mouse C127i GFP locus derepression, cytometry, 30 h; Potency, µM (top dose mostly 46.1 µM), without a hit: at the highest dose GFP derepression (activation); 68,000 tested, 0.09% active; further: % of control where 0% means no effect
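Locus derepression in mouse mammary C127i cells whose integrated CMV-GFP reporter is normally silent; GFP expression after 30 h compound treatment was quantified by counting fluorescent cells.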
* hit, by the source's call; i = inactive; ? = inconclusive; nt = not tested or not shown; [ ] = dose if it differs, or a comment. Unless noted, the call rests on the fitted dose curve; in most records, active means well fitted curve in the direction sought with a large enough effect; inconclusive means small, poorly fitted or top-dose-only effect, or another doubt; inactive means no such curve, though single readings can be large; an effect the other way counts as inactive or inconclusive.

SMILES	CRE Fsk mod	ERK AVP block	A350 fluor	HBB splicing	Fluorescein fluor	Hsp90 Hop PPI	TexasRed autofl	Ub-GFP proteasome	Luciferase inh	4MU fluor	GFP derepression
COc1ccc(-c2nc3n(n2)C(c2ccccc2Cl)C(C(N)=O)=C(C)N3)cc1 (stereo unspecified)	1%	-18%	nt	0.2%	nt	-5%	nt	13%	-11%	nt	2%
CN1C(=O)C2(C(C#N)=C(N)Oc3n[nH]c(-c4ccc(Cl)cc4)c32)c2ccccc21 (stereo unspecified)	-15%	-16%	i	-1.0%[57.5 µM]	i	-6%	i	-1%	3%	i	-2%
O=C(CCc1nc(-c2ccccc2)no1)NCC1CCCO1 (stereo unspecified)	-27%	10%	i	-0.2%[1.84 µM]	i	-3%	i	0%	2%	i	-4%
CC(C)COC(=O)n1c(SCC(=O)N(C)C)nc2ccccc21	13µM*	-18%	1.3e-08M*	2.6%[0.369 µM]	i	0%	?	nt	-4%	?	0%
Cc1nn2c(N3CCN(c4ccccn4)CC3)cc(C(C)C)nc2c1-c1ccccc1	?	28%	2.7e-07M*	4.9%	?	0%	i	3%	2%	3e-07M*	2%
COc1ccc(Cn2c(CCCO)nc3ccccc32)cc1OC	nt	nt	i	nt	i	nt	i	nt	0%[25.5 µM]	i	2%[20.6 µM]
Cc1cnc(CNc2ccnc(-c3ccc(C(=O)N(C)C)cc3)n2)cn1	10%	-2%	i	0.2%	i	1%	i	3%	1%[2.29 µM]	i	0%[9.22 µM]
COc1ccc2c(c1)CCc1c(C(=O)NCCc3ccc(OC)c(OC)c3)noc1-2	16%	-3%	i	-1.7%	i	1%	i	3%	-3%	i	0%
COc1ccccc1CNc1ccnc(-c2cccnc2)n1	?	-25%	i	-0.6%	?	-14%	i	0%	1%[2.29 µM]	i	-3%[9.22 µM]
COc1ccc(Cn2nnnc2C(c2cccs2)N2CCOCC2)cc1 (stereo unspecified)	1%	-18%	i	nt	i	1%	i	3%	4%	i	-1%
Nc1nc(SC/C=C\c2ccccc2)c2[nH]cnc2n1	?	10%[11.5 µM]	i	4.6%[9.22 µM]	?	1%[11 µM]	i	7%[9.17 µM]	0%[11.4 µM]	i	-2%[9.22 µM]
CCOC(=O)Cn1nnc(-c2ccc(OCC(C)C)cc2)n1	-9%	11%	i	0.5%[57.5 µM]	i	2%	i	-2%	2%	i	-1%
C=CCn1c(NCCO)nc2sc3c(c2c1=O)CCC3	?	nt	nt	-0.4%	nt	-2%	nt	-14%	-2%	nt	nt
C=CCn1c(SCC(=O)O)nnc1-c1ccc(C(C)(C)C)cc1	-9%	-1%	i	1.2%[1.84 µM]	i	-1%	?	-4%	-26%	i	-3%
COc1ccc(C2=Nn3c(nnc3-c3cccnc3)SC2)cc1	10µM*	-26%	i	2.6%	?	-5%	i	-3%	2%	i	-3%
COc1ccc(Oc2ncc3nc(-c4ccc(F)cc4)c(=O)n(C[C@H]4CCCO4)c3n2)cc1	?	-20%	i	0.1%	?	1%	i	0%	0%[11.4 µM]	i	0%[9.22 µM]
O=C(NCCCN1CCCCC1)C1CCC(=O)N1CCc1ccccc1 (stereo unspecified)	-5%	9%	i	-1.6%	i	-5%	i	-5%	-1%	i	-4%
C=CCn1c(C2CC(=O)N(c3ccc(C)cc3)C2)nc2ccccc21 (stereo unspecified)	nt	nt	i	nt	i	nt	i	nt	-1%[25.5 µM]	i	0%[20.6 µM]
CCCCNC(=O)c1nc2ncc(Br)cn2n1	?	-4%	nt	-1.6%[0.0738 µM]	nt	-5%[11 µM]	nt	-9%[9.17 µM]	1%	nt	0%
Cn1c(=O)c2c(nc(NCc3ccc4c(c3)OCO4)n2C)n(C)c1=O	9%	?	i	0.9%	?	-1%	?	0%	2%	i	-4%
C=CCc1ccccc1OCCn1ccnc1	9%	-17%	i	2.3%	i	-7%	?	0%	3%	i	-2%
COC(=O)c1ccccc1NC(=O)C1CC(=O)N(c2ccccc2)C1 (stereo unspecified)	3%	21%	nt	-0.2%[9.22 µM]	nt	2%	nt	9%	0%	nt	5%
CC(C)c1ccc(N(CC(=O)O)S(=O)(=O)c2cccnc2)cc1	-10%	nt	nt	0.4%	nt	-4%	nt	-7%	1%	nt	nt
CCCCCNC(=O)c1c(N)n(/N=C/c2ccco2)c2nc3ccccc3nc12	nt	nt	?	nt	?	nt	i	nt	2%[25.5 µM]	?	28%[20.6 µM]
O=C(Nc1ccccc1)Nc1ccccn1	?	-7%	i	-1.7%	i	-4%	?	5%	-25%	i	6%
CSc1ccc(C2C(C#N)=C(N)Oc3cc4c(cc32)OCO4)cc1 (stereo unspecified)	?	3%	i	1.6%	i	-4%	i	-2%	1%	i	0%
CN(Cc1ccco1)c1ccnc(-c2cccc(C#N)c2)n1	?	-9%	i	-0.5%	i	1%	i	-3%	-2%[2.29 µM]	i	6%[9.22 µM]
Cc1cc(N2CC(=O)N(CCc3ccccc3)C(=O)C2)n2ncnc2n1	10%	?	i	5.6%[0.369 µM]	?	-1%	i	nt	3%	i	-5%
Cc1cccc(OCCCC(=O)Nc2ccc(N3CCOCC3)cc2)c1	?	3%	nt	-1.2%[0.0738 µM]	nt	-14%[11 µM]	nt	-3%[9.17 µM]	-1%	nt	2%
OC(COc1ccccc1)CN1C2=NCCCN2c2ccccc21 (stereo unspecified)	5%	-12%	i	nt	i	1%	i	-6%	0%	i	-2%
Cc1cc(NC(=O)COC(=O)c2ccc(F)c(S(=O)(=O)N3CCOCC3)c2)no1	-9%	-1%	i	-0.1%[57.5 µM]	i	-2%	i	2%	3%	i	1%
CCCC(=O)Nc1ccc(Cl)c(NC(=O)c2cccnc2)c1	-8%	-14%	i	0.6%	i	0%	i	2%	1%	i	-5%
Cc1ccc(C)n1CCN1CCN(CC(=O)Nc2ccc(S(N)(=O)=O)cc2)CC1	-2%	7%	i	-1.8%	?	-11%	i	-6%	2%	i	0%
CSc1nnc2c3ccccc3n(Cc3ccccc3)c2n1	?	-14%	?	0.5%	i	-2%	i	-1%	-1%	?	3%
COc1ccccc1-c1ccc2ncnc(N3CCOCC3)c2c1	?	10µM*	i	-0.7%	i	6%	i	1%	-1%[2.29 µM]	i	2%[9.22 µM]
Cc1[nH]nc(-c2ccc(O)cc2O)c1-c1ccc(Cl)cc1	?	?	i	-0.8%[1.84 µM]	i	-5%	i	4%	6%	i	0%
COc1cc(OC)cc(-c2nc(-c3ccccc3)no2)c1	?	3%	i	0.2%	i	?	i	-6%	-27%	i	5%
Cc1cc(C)c(-c2cc(NC(=O)CSc3nncn3C)n(-c3ccccc3)n2)cc1C	?	10%	i	-1.2%	i	-9%	i	0%	-6%	i	-2%
Cc1onc(-c2c(Cl)cccc2Cl)c1C(=O)NC(C)(C)CO	2%	-14%	i	0.3%	i	0%	i	3%	-1%	i	-3%
Cn1c(N2CCN(c3ccccn3)CC2)nc2c1c(=O)n(Cc1ccccc1Cl)c(=O)n2C	nt	nt	i	nt	i	nt	?	nt	1%[25.5 µM]	i	-5%[20.6 µM]
C=CCn1c(COc2cccc3ccc(C)nc23)nnc1SCC(=O)OC	15%	31%[activator]	?	1.1%	i	?	i	-3%	1%	i	0%
COc1ccc(OCCN2C(=O)NC(C)(c3ccc(C)cc3)C2=O)cc1 (stereo unspecified)	-7%	?	i	-0.3%[57.5 µM]	i	1%	i	1%	2%	i	-2%
CC(NC(=O)C(NC(=O)C1CCCN1C(=O)OC(C)(C)C)C(C)C)C(N)=O (stereo unspecified)	0%	-15%	i	-0.2%[57.5 µM]	i	-2%	i	0%	1%	i	4%
N#Cc1cccc(-c2ccc3ncnc(NCc4cccnc4)c3c2)c1	?	-10%	i	0.4%	i	-3%	i	4%	0%[2.29 µM]	i	2%[9.22 µM]
CCNc1ncc2ncc(=O)n(CCc3ccccc3)c2n1	-13%	?	8.9e-08M*	0.5%	?	-2%	i	-6%	1%[11.4 µM]	7.5e-08M*	-5%[9.22 µM]
CCOC(=O)C1CCCN(C(=O)COC(=O)C2=COCCO2)C1 (stereo unspecified)	-8%	22%	i	-0.2%[57.5 µM]	i	-1%	i	-6%	0%	i	0%
CC(NC(=O)OC1CCCCC1)N1C(=O)C2C3C=CC(C3)C2C1=O (stereo unspecified)	-9%	1%	i	-1.0%	i	-1%	i	-14%	1%	i	3%
COc1ccc(S(=O)(=O)N2CCCN(Cc3cccc(F)c3)CC2)cc1	?	12%	i	-0.3%	?	-8%	?	-7%	1%	i	1%

Screening results: PubChem, National Center for Advancing Translational Sciences (NCATS)

A portion of the library; count on the stated rates, not on these rows.
